# Bioassay records (PubChem)
# SW480 rereplic: A quantitative high throughput screen for small molecules that induce DNA re-replication in SW480 colon adenocarcinoma cells. 1.8% of 340,000 active. SW480 DNA re-replication, Hoechst DNA content imaging, 48 h. AID 624297, 2012. Potency, µM (highest dose often 46.1 µM), without a hit: at the top dose re-replication activation, most hits filed as activators; also: % of control where 0% means no effect; nearly all actives have a fitted effect of over 55% in size
#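 Image-based DNA-content assay: after two days of treatment, nuclei were labelled with the DNA dye Hoechst and imaged, and hits were compounds raising the count of nuclei showing high fluorescence intensity.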
# GLP-1R inv ag: qHTS of GLP-1 Receptor Inverse Agonists (Inhibition Mode); Potency, µM (titrated, usually from 38.3 µM), without a hit: at the top dose activity change, negative = inhibition, most hits filed as inhibitors; Glucagon-like peptide 1 receptor (Homo sapiens), P43220; AID 624417, 2012; HEK293 GLP-1R CRE-luciferase, luminescence, 24 h; GLP-1R form is constitutively active; 1.6% of 410,000 active; also: % is scaled to controls: 0 for no effect and ±100 for the full control effect; nearly all actives have a fitted effect of over 55% in size
# Target sequence (P43220 whole entry, looked up): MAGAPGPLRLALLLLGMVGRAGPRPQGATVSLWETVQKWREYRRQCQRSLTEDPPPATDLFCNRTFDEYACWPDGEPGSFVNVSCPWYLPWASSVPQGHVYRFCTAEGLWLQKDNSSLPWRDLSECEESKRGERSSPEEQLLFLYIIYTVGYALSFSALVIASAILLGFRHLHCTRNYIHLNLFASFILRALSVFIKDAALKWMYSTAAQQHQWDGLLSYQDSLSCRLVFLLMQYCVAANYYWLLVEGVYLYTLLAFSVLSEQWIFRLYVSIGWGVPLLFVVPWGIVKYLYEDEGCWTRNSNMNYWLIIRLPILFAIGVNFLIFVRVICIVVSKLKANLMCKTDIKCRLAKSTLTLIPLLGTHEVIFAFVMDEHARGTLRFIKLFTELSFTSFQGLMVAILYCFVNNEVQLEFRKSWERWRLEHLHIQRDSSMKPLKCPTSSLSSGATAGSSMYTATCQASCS
#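 Using stably transfected HEK293 (constitutively active GLP-1R, cAMP-luciferase reporter), compounds were incubated 24 hr and luciferase measured by luminescence.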
# GLP-1R agonist: qHTS of GLP-1 Receptor Agonists; HEK293 GLP-1R CRE-luciferase, luminescence, 4-6 h; cells express a hypersensitive GLP-1R form; Potency, µM (highest dose often 45.6 µM), without a hit: at the top dose activation, most hits filed as activators; 0.007% of 380,000 active; Glucagon-like peptide 1 receptor (Homo sapiens), P43220; AID 624172, 2012; also: % of control where 0% means no effect
# KB-3-1 cytotox: qHTS assay for MDR1-selective chemotherapeutics: Primary screen using the parental adenocarcinoma cell KB-3-1; KB-3-1 viability, CellTiter-Glo ATP luminescence, 72 h; Potency, µM (top dose mostly 46.1 µM), for inactives: at the highest dose activity change, negative = cytotoxic, usual class: cytotoxic; 1.4% of 400,000 active; AID 1347075, 2019; also: % is scaled to controls: 0 for no effect and ±100 for the full control effect; nearly all actives have a fitted effect of over 60% in size
#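 Parental KB-3-1 viability, qHTS format: 72 h compound exposure, 37 °C; CellTiter-Glo; media-only wells and DMSO plates as controls; concentration-effect fits on corrected data.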
# HT1080 IDH1KD tx: qHTS for induction of synthetic lethality in tumor cells producing 2HG: qHTS for the HT-1080-IDH1KD cell line | AID 686971, 2013 | HT-1080 IDH1 knockdown viability, ATP luminescence, 48 h | 2% of 360,000 active | Potency, µM (doses to about 46.1 µM), for the others: top-dose activity, negative = toxicity, actives largely listed as cytotoxic;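 also: 0% = DMSO wells and -100% = cell-free medium wells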
#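 CellTiter-Glo luminescence after 48 h compound exposure at 37 degrees C of IDH1-knockdown HT-1080 cells in 5% FBS RPMI. %Activity scaled between DMSO wells and cell-free media wells, with curves fitted and assigned curve classes.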
# TDP43 rescue: qHTS of TDP-43 Inhibitors | TDP-43 expressing yeast growth rescue, BacTiter-Glo, 24 h | Potency, µM (highest dose often 46.1 µM), inactives show at the top dose growth rescue (activation), usual class: activators | 1.8% of 410,000 active | AID 652104, 2013; also: % of control where 0% means no effect; nearly all actives have a fitted effect of over 50% in size
#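 Yeast cells expressing TDP-43 under galactose induction are exposed to compounds for 24 hr at 30 deg C. BacTiter-Glo luminescence measures growth, so protective compounds score as activators.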
# HT1080NT lethal: qHTS for induction of synthetic lethality in tumor cells producing 2HG: qHTS for the HT-1080-NT fibrosarcoma cell line; 1.6% of 360,000 active; Potency, µM (titrated, usually from 46.1 µM), for inactives: top-dose activity, negative = less viability, actives largely listed as cytotoxic; HT-1080-NT fibrosarcoma viability, CellTiter-Glo ATP luminescence, 48 h;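 also: NT is the 2HG producing partner of a matched IDH1 knockdown line; 0% = DMSO-treated cells and -100% = media-only wells without cells; nearly all actives have a fitted effect of over 55% in size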
#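 HT-1080-NT; 750 cells/well; 5% FBS RPMI; 48 h compound, 37 degrees C; CellTiter-Glo luminescence; curve fitting and curve-class assignment.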
# HEK293 tox: qHTS of GLP-1 Receptor Inverse Agonists: Cytotox Screen; 0.13% of 410,000 active; HEK293 cAMP-luciferase reporter cells, luminescence, 24 h; Potency, µM (top dose mostly 38.3 µM), inactives show at the top dose activity change, negative = inhibition, most hits filed as inhibitors;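 also: loss of luciferase light is scored as toxicity; % is scaled to controls: 0 for no effect and ±100 for the full control effect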
#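 Compound-treated cells are incubated 24 hr at 37 deg C under 5% CO2 after a 12 hour attachment period, then luciferase detection reagent is added and luminescence is measured following 12 min at room temperature; lowered signal indicates toxicity.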
# KB-V1 cytotox: qHTS assay for MDR1-selective chemotherapeutics: Primary screen using the drug-selected MDR subline cells KB-V1. KB-V1 MDR cells viability, CellTiter-Glo, 72 h. Potency, µM (highest dose often 46.1 µM), for inactives: at the highest dose activity change, negative = cytotoxicity, hits mostly cytotoxic. 3.4% of 400,000 active. AID 1347076, 2019; also: % is scaled to controls: 0 for no effect and ±100 for the full control effect; nearly all actives have a fitted effect of over 60% in size
#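 qHTS viability screen in drug-selected KB-V1 MDR cells: 72 h compound treatment at 37 degrees C, ATP luminescence end point.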
# Active calls of the source: *; u = inconclusive; x = no result given; [ ] = dose if it differs, or a comment. Calls follow the shape of the dose curve; as a rule, active = well fitted curve in the direction sought with a large enough effect; inconclusive = small, poorly fitted or top-dose-only effect, or another doubt; inactive = no such curve, though single readings can be large; an effect the other way counts as inactive or inconclusive. Potency is read from the fitted curve at half-maximal effect. An unsorted share of the library. Share with any hit: about 9.4%.
1	COc1ccc(Cn2c(-c3ccc(C)cc3)c[n+]3ccccc23)cc1
2	CCOc1ccc(NC(=O)c2oc3ccccc3c2NC(=O)C(C)Oc2ccccc2)cc1 (stereo not given)
3	Cc1ccc(-n2ncc(C#N)c2/N=C/N2CCN(C)CC2)cc1
4	O=C(CCS(=O)(=O)c1ccc(F)cc1)Nc1ccc(N2CCN(Cc3ccccc3)CC2)cc1
5	O=C(CSc1nnc(-c2cccnc2)n1CCc1ccccc1)NCc1ccccc1
6	O=[N+]([O-])c1ccc(NCc2ccc(Cl)cc2)nc1
7	COCCN(C(=O)COC(=O)CCOc1ccccc1C)c1c(N)n(Cc2ccccc2)c(=O)[nH]c1=O
8	Cc1cc(C)n2nc(C(=O)OCCOc3ccc(Br)cc3)nc2n1
9	COc1ccc(CNC(=O)CSc2cc(=O)n(C)c3ccccc23)cc1
10	CC(/C=N/N1CCN(c2ccc(C)cc2)CC1)=C\c1ccccc1

compound no.	1	2	3	4	5	6	7	8	9	10
SW480 rereplic	-2%	x	-5%[9.22 µM]	0%	3%	-8%	-13%	u	-1%	0%
GLP-1R inv ag	-29%	u	14%	u	8%	-20%	6%	1%	26%	-6%
GLP-1R agonist	0%	0%	7%	-2%	-1%	25%	-6%	-2%	14%	1%
KB-3-1 cytotox	3.3µM*	-3%	0%	5%	0%	3%	-1%	-3%	-1%	0%
HT1080 IDH1KD tx	1.2µM*	x	9%	6%	2%	-15%	2%	-3%	26%	6%
TDP43 rescue	4%	-1%	-5%	19%	1%	-7%[1.82 µM]	19%	7%	-27%	11%
HT1080NT lethal	4.1µM*	x	3%	-2%	3%	-25%	0%	0%	16%	5%
HEK293 tox	u	2%	-12%	-11%	-8%	-9%	-4%	81%[activator]	-8%	-1%
KB-V1 cytotox	9%	-4%	1%	18µM*	-4%	-14%	12%	24%	7%	6%

11	CC(C)CCNC(=O)C(c1ccco1)N(Cc1ccccc1)C(=O)c1snc(C(N)=O)c1N (stereo not given)
12	O=C(O)C1Sc2[nH]c(=O)sc2C2c3ccc(O)cc3OC(=O)C12 (stereo not given)
13	CCCCNC(=O)C1(C)CCN1Cc1ccc(C(=O)OCC)cc1 (stereo not given)
14	COc1ccc2[nH]c3c(c2c1)CCN1C(=O)C(CC(=O)NCCCN(C)C)C[C@H](C(=O)N2CCCCC2)[C@@]31C (stereo not given in full)
15	CC(C)COc1ccc(CNC(=S)NCc2ccccc2)cc1
16	COc1ccccc1CNC(=O)CCCCn1c(=O)c2ccccc2n(Cc2c(C)cc(C)cc2C)c1=O
17	Nc1nccnc1C(=O)OCC(=O)NCCc1ccc(S(N)(=O)=O)cc1
18	O=C1Nc2ccccc2/C1=C/c1ccnc2ccccc12
19	O=C(COc1ccc(Br)cc1)NC(=S)Nc1ccccc1N1CCOCC1
20	O=C(/C=C/c1cccc([N+](=O)[O-])c1)NCCSCc1ccccc1Cl

compound no.	11	12	13	14	15	16	17	18	19	20
SW480 rereplic	0%	14%	x	12%	u	x	10%	u	2%	-11%
GLP-1R inv ag	u	9%[7.66 µM]	-8%	1%	u	1%	5%	u	u	u
GLP-1R agonist	1%	0%	3%	0%	4%	-1%	-3%	2%	2%	17%
KB-3-1 cytotox	6%	9%	0%	0%	2%	0%	-1%	-22%	0%	19%
HT1080 IDH1KD tx	6%	3%	7%	-4%	u	x	-8%	-2%	-1%	2%
TDP43 rescue	0%	6%[9.22 µM]	11%	-28%	-3%	21%	-7%	5%	-17%	u
HT1080NT lethal	12%	6%	10%	-4%	u	x	-7%	-2%	-3%	-3%
HEK293 tox	1%	18%[7.66 µM]	-4%	3%	-13%	1%	0%	-6%	-24%	u
KB-V1 cytotox	u	12%	2%	0%	u	u	0%	-22%	-5%	-1%

21	CC(C)(C)c1ccc(NC(=O)c2c(F)cccc2Cl)cc1
22	CCOC(=O)c1c(C)[nH]c(C(=O)N2CCN(c3ccc(OC)cc3)CC2)c1C
23	OCCC1CN(Cc2ccc(-c3ccco3)cc2)CCN1Cc1ccsc1 (stereo not given)
24	CCCCCCn1c(C(C)O)nc2ccccc21 (stereo not given)
25	COc1ccc(C(=O)Nc2n[nH]c(-c3ccncc3)n2)cc1
26	CCOc1cc(N2CCOCC2)c(OCC)cc1NC(=O)CSc1ncccc1C(=O)O
27	Cc1[nH][nH]c(=O)c1C(c1ccc(-c2ccc(F)cc2)o1)c1c(C)[nH][nH]c1=O
28	CCN(CC)c1ccc(NC(=O)c2cc(OC)cc(OC)c2)c(C)c1
29	COc1cc2c(cc1OC)/C(=C/c1ccc(Cl)cc1)C(=O)OC2
30	Cc1ccc(NC(=O)CN(C)C(=O)Cn2ccsc2=N)cc1

compound no.	21	22	23	24	25	26	27	28	29	30
SW480 rereplic	-1%	6%	2%	-2%	-3%	-4%	-8%	4.6µM*	u	-9%
GLP-1R inv ag	u	0%[7.66 µM]	u	-29%	11%	20%	9%	u	-25%	-7%
GLP-1R agonist	-5%	9%	18%	2%	-11%	4%	-12%	0%	17%	-2%
KB-3-1 cytotox	-1%	-1%	-3%	-8%	-1%	22%	11%	0.92µM*	2%	10%
HT1080 IDH1KD tx	-11%	-23%	-2%	-5%	21%	-6%	-29%	4.6µM*	u	4%
TDP43 rescue	6%	3%[9.22 µM]	0%	-5%	-17%	11%	16%	-1%	22µM*	-6%
HT1080NT lethal	-12%	-16%	-10%	-6%	14%	-3%	u	3.7µM*	u	14%
HEK293 tox	0%	-1%[7.66 µM]	-8%	-5%	7%	-11%	-16%	u	-27%	0%
KB-V1 cytotox	-10%	-27%	u	1%	-4%	19%	22%	1.2µM*	12%	0%

# Of the compounds above, 2 have a COOH group.
12	O=C(O)C1Sc2[nH]c(=O)sc2C2c3ccc(O)cc3OC(=O)C12 (stereo not given)
26	CCOc1cc(N2CCOCC2)c(OCC)cc1NC(=O)CSc1ncccc1C(=O)O

compound no.	12	26
SW480 rereplic	14%	-4%
GLP-1R inv ag	9%[7.66 µM]	20%
GLP-1R agonist	0%	4%
KB-3-1 cytotox	9%	22%
HT1080 IDH1KD tx	3%	-6%
TDP43 rescue	6%[9.22 µM]	11%
HT1080NT lethal	6%	-3%
HEK293 tox	18%[7.66 µM]	-11%
KB-V1 cytotox	12%	19%

# Remaining list, next part.
31	CC(=O)c1cccc(NC(=O)COC(=O)C2CCCN2C(=O)c2cccs2)c1 (stereo not given)
32	CCCCN(CCCNC(=O)c1cc(Nc2ccc(OC)cc2)nc2ccccc12)Cc1ccccc1
33	N#CC1=C(SCC(=O)Nc2ccccc2)NC(=O)CC1c1ccco1 (stereo not given)
34	COCCCNC(=O)CCCN1C(=O)CCn2nc(-c3cccn3C)cc21
35	Cc1ccc(S(=O)(=O)c2nc(-c3ccccc3)oc2N2CCCCCC2)cc1
36	CSc1ccc(CNC(=O)C(C)n2nc(C)c3c(C)n(-c4ccccc4)nc3c2=O)cc1 (stereo not given)
37	COC(=O)c1sccc1NC(=O)c1csc2c1CCCC2
38	Cc1nc(-c2ccc(C#N)cc2)cs1
39	COc1ccc([N+](=O)[O-])cc1N1C(=O)c2cccc3cccc(c23)C1=O
40	COc1ccc(CC(=O)N2CCCc3ccccc32)cc1OC

compound no.	31	32	33	34	35	36	37	38	39	40
SW480 rereplic	6%	x	-1%	x	x	u	0%	-24%	-2%	-8%
GLP-1R inv ag	11%	2%	-8%	5%	6.3µM*	-30%	-4%	16%	18%	-9%
GLP-1R agonist	8%	x	8%	x	x	4%	22%	11%	0%	9%
KB-3-1 cytotox	x	2%	u	8%	4%	-2%	-11%	-10%	-1%	-11%
HT1080 IDH1KD tx	0%	x	u	x	x	5%	-12%	7%	17%	-15%
TDP43 rescue	1%	29%	-12%	10%	8%	3%	-8%	5%	13%	2%
HT1080NT lethal	-2%	x	14µM*	x	x	-16%	-7%	7%	11%	-10%
HEK293 tox	-2%	6%	-24%	4%	0%	-9%	9%	-6%	-14%	23%
KB-V1 cytotox	x	8%	15µM*	-2%	-21%	-16%	15µM*	0%	1%	0%

# Among those listed so far, 2 contain two or more sulfur atoms:
12	O=C(O)C1Sc2[nH]c(=O)sc2C2c3ccc(O)cc3OC(=O)C12 (stereo not given)
37	COC(=O)c1sccc1NC(=O)c1csc2c1CCCC2

compound no.	12	37
SW480 rereplic	14%	0%
GLP-1R inv ag	9%[7.66 µM]	-4%
GLP-1R agonist	0%	22%
KB-3-1 cytotox	9%	-11%
HT1080 IDH1KD tx	3%	-12%
TDP43 rescue	6%[9.22 µM]	-8%
HT1080NT lethal	6%	-7%
HEK293 tox	18%[7.66 µM]	9%
KB-V1 cytotox	12%	15µM*

# Remaining list, next part.
41	O=C(NCc1ccccc1)c1ccc2nnsc2c1
42	CCOC(=O)c1c(S(=O)(=O)Nc2ccc(CN3CCC(C)CC3)cc2)c(C)n(C)c1C
43	Cc1cc(C)c2nc(N)sc2c1
44	CC(=O)Nc1ccc(NC(=S)NC(=O)c2oc3ccccc3c2C)cc1
45	Cc1c(C(=O)O)sc2nc(/C=C/c3cccc(F)c3)[nH]c(=O)c12

compound no.	41	42	43	44	45
SW480 rereplic	25%	1%	-4%	-10%	-2%
GLP-1R inv ag	-28%	-4%	12%	6%	u
GLP-1R agonist	9%	6%	5%	0%	-2%
KB-3-1 cytotox	-27%	6%	-3%	u	-26%
HT1080 IDH1KD tx	-17%	4%	-12%	u	12%
TDP43 rescue	u	-4%	-3%	12%	18%
HT1080NT lethal	-1%	-1%	-2%	13%	7%
HEK293 tox	0%	-10%	22%	-15%	-7%
KB-V1 cytotox	-25%	-21%	-4%	u	-24%
